aSyn rescue: rescues yeast growth from alpha-synuclein toxicity | Yeast expressing alpha-synuclein, growth rescue, BacTiter-Glo, 24 h | 370,000 tested, 0.14% active | Potency, µM (series often up to 46.1 µM), without a hit: top-dose growth rescue (activation), most hits filed as activators | AID 652106; further: potency means the concentration at half of the fitted maximal effect; % of control where 0% means no effect; nearly all actives have a fitted effect of over 65% in size
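Screening used galactose-induced yeast with toxic alpha-synuclein levels, exposed to compound for 24 hr at 30 deg C. Cell growth, read with BacTiter-Glo luminescence, gave the measured signal.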
PTHR1 ag: activates the human parathyroid hormone receptor PTHR1 | Q03431 | HEK293 GP2 PTHR1 cells, GloSensor cAMP luminescence, 1 h | Potency, µM (top dose mostly 115 µM), without a hit: at the top dose activation, most hits filed as activators | 410,000 tested, 0.075% active; further: potency means the concentration at half of the fitted maximal effect; nearly all actives have a fitted effect of over 55% in size; some results filed as inactive show a strong effect at the top dose; inactives centre near -15; many of its hits are not listed in these tables
Target sequence (Q03431 whole entry, looked up): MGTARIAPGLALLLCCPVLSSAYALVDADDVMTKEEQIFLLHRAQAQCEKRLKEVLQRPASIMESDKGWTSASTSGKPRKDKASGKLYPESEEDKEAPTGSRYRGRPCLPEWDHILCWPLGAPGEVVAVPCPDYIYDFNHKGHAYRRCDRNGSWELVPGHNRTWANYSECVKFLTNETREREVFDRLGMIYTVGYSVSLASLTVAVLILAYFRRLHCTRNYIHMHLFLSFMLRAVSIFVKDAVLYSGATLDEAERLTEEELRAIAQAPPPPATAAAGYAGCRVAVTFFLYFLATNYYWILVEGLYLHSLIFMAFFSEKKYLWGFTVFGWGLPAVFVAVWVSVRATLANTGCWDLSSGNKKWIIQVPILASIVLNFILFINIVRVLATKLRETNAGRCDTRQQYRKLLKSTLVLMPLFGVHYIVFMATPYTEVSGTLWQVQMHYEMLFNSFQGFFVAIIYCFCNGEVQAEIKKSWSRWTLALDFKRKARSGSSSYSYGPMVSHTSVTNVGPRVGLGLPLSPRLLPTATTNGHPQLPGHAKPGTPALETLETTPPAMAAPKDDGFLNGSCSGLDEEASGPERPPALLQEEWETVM
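HEK-293-derived GP2 cells expressing PTHR1 and a GloSensor cAMP reporter, 3,000/well, plated overnight, given luciferin plus IBMX (each 0.5 mM as added) for 1 h at 37 °C, then compound for 1 h at 37 °C. Luminescence was read after 15 min at room temperature.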
GLP1R inv ag: inverse agonists of human GLP-1 receptor | Potency, µM (highest dose often 38.3 µM), for inactives: at the highest dose activity change, negative = inhibition, hits mostly inhibitors | P43220 | 410,000 tested, 1.6% active | HEK293 GLP-1R CRE-luciferase, luminescence, 24 h; GLP-1R form is constitutively active; further: potency means the concentration at half of the fitted maximal effect; on the % scale 0 is the no-effect control and ±100 the full control effect; nearly all actives have a fitted effect of over 55% in size
Target sequence (P43220 whole entry, looked up): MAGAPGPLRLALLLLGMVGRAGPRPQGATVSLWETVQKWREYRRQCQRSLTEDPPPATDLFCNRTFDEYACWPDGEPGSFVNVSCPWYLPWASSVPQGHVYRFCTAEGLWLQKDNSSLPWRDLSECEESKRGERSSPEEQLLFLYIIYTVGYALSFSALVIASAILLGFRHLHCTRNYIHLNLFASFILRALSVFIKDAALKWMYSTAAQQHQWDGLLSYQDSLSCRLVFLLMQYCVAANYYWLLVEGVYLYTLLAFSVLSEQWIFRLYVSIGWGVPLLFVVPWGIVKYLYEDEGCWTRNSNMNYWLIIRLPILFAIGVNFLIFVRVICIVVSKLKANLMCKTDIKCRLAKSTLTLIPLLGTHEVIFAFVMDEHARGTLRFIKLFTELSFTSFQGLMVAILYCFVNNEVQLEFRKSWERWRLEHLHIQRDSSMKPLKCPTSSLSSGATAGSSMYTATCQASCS
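qHTS in 1536-well format: reporter HEK293 cells expressing constitutive GLP-1R activity in DMEM + 10% Nu serum, 24 hr with compounds at 37 deg C, luminescence read after 12 min with detection reagent.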
Abeta rescue: A-beta toxicity reversal in yeast; yeast expressing A-beta42, growth rescue, OD600, 48 h; response scale: 0% DMSO, 100% iron-clioquinol control; Potency, µM (top dose mostly 46.1 µM), inactives show top-dose growth rescue, usual class: activators; 410,000 tested, 0.063% active; further: potency means the concentration at half of the fitted maximal effect; nearly all actives have a fitted effect of over 55% in size
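Yeast growth medium received pinned compounds, then yeast cells expressing toxic A-beta were added; plates incubated at 30 C for 48 hr. Growth read as absorbance at 600 nm, normalized to DMSO and equimolar FeCl3 plus clioquinol controls.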
FUS suppressor: FUS proteinopathy suppression in yeast; S. cerevisiae FUS-expressing, growth rescue, OD600, 24 h; 390,000 tested, 0.24% active; Potency, µM (series often up to 76.6 µM), without a hit: at the highest dose growth rescue (activation), usual class: activators; AID 1347120;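 further: potency means the concentration at half of the fitted maximal effect; plate controls were DMSO vehicle for no effect and reference control for full effect; nearly all actives have a fitted effect of over 55% in size; some results filed as inactive show a strong effect at the top dose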
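S. cerevisiae expressing FUS from galactose induction served as the toxicity model. Growth after 24hr at 30C, read as absorbance at 600 nm, indicates suppression of toxicity; compounds dosed at several concentrations.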
TDP-43 yeast inh: TDP-43 toxicity inhibition in yeast; TDP-43 expressing yeast growth rescue, BacTiter-Glo, 24 h; AID 652104; 410,000 tested, 1.8% active; Potency, µM (doses to about 46.1 µM), without a hit: at the highest dose growth rescue (activation), hits mostly activators; further: potency means the concentration at half of the fitted maximal effect; % of control where 0% means no effect; nearly all actives have a fitted effect of over 50% in size
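Yeast cells expressing TDP-43 under galactose induction are exposed to compounds for 24 hr at 30 deg C. BacTiter-Glo luminescence measures growth, so protective compounds score as activators.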
Mm-Cpn inhibitor: M. maripaludis TRiC chaperonin inhibition; purified Mm-Cpn ATPase, ADP Transcreener TR-FRET; Potency, µM (highest dose often 76.9 µM), inactives show top-dose activity, negative = inhibition, usual class: inhibitors; 330,000 tested, 0.031% active; further: potency means the concentration at half of the fitted maximal effect; on the % scale 0 is the no-effect control and ±100 the full control effect; nearly all actives have a fitted effect of over 80% in size
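Measured: ADP formation by purified Mm-CPN. Conditions: 25 nM protein, 10 uM ATP, Tris pH 7.4 with Mg2+, K+ and DTT, 37°C for 30 min. Detection: Transcreener HTRF after 30 min at room temperature.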
Akt phos inh: inhibitors of Akt phosphorylation; Neuro2A IGF-stimulated pAkt S473 HTRF, 20 min; stronger effect = lower value; 360,000 tested, 0.32% active; activity change, % for hits at 50 µM; AID 651550; in the data active means activity change below about -80%; inconclusive means mostly about -51% to -80%; further: on the % scale 0 is the no-effect control and ±100 the full control effect
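Neuro2A cells in DMEM with 0.5% FBS, overnight at 37 deg C, given compound at single 50 µM final, then IGF (6 nM final) for 20 min at 37 deg C. Lysed; phospho-Akt Ser473 by HTRF after 24 h, 665/615 ratio.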
GLP1R cytotox: cytotoxic in the GLP-1 receptor inverse agonist counter-screen; HEK293 cAMP-luciferase reporter cells, luminescence, 24 h; Potency, µM (top dose mostly 38.3 µM), for inactives: at the highest dose activity change, negative = inhibition, most hits filed as inhibitors; 410,000 tested, 0.13% active;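 further: loss of luciferase light is scored as toxicity; potency means the concentration at half of the fitted maximal effect; on the % scale 0 is the no-effect control and ±100 the full control effect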
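Luminescence readout: signal drop marks cytotoxicity. Plated cells grew 12 h at 37 °C, 5% CO2, received 23 nL compound for 24 h, then got luciferase reagent, read after 12 min at RT.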
Numbers without * were called inactive; i = inactive; ? = inconclusive; / = not tested or not shown; [ ] = dose if it differs, or a comment. Unless noted, the call rests on the fitted dose curve; in most records, active means well fitted curve in the direction sought with a large enough effect; inconclusive means small, poorly fitted or top-dose-only effect, or another doubt; inactive means no such curve, though single readings can be large; an effect the other way counts as inactive or inconclusive. Only part of the results is shown; rates above refer to the full screens.

SMILES	aSyn rescue	PTHR1 ag	GLP1R inv ag	Abeta rescue	FUS suppressor	TDP-43 yeast inh	Mm-Cpn inhibitor	Akt phos inh	GLP1R cytotox
Cc1cccc(OCC(=O)N/N=C/c2ccccc2C(=O)O)c1	-5%	i	5%	-7%	20%	23%	-2%	i	11%
O=C(NNC(=O)c1cc(Br)ccc1Cl)c1csc(N2CCOCC2)n1	-1%	i	-8%	4%	11%	9%	1%	i	19%
Cc1ccc2c(c1)COc1c3ccc(C(=O)N4CCCCC4)cc3nn1-2	-15%	-36%[inhibitor]	21%	-2%	-18%	20%	-1%	i	11%
CCCCOc1ccccc1NC(=O)c1ccco1	-12%	i	?	3%	48%	6%	1%	i	59%[activator]
CC(C)N1CCc2c(sc(NC(=O)c3ccc4ccccc4c3)c2C(N)=O)C1	12%	i	?	-10%	13%	-16%	-3%	i	-1%
CCC(=O)N(c1nnc(SC(C)C(=O)Nc2ccc(N3CCOCC3)cc2)s1)C1CC1 (configuration not stated)	-8%	i	6%	0%	24%	9%	/	i	0%
Cc1[nH]n(-c2ccccc2)c(=O)c1/C=N/NC(=O)c1ccc(O)cc1O	-15%	-33%[inhibitor]	?	-31%	3%	12%	-1%	i	7%
Cc1cc(F)ccc1S(=O)(=O)Nc1c(C)n(C)n(-c2ccccc2)c1=O	0%	-19%	6%	16%	-2%	0%	2%	i	0%
Cc1ccc(C)c(CN2C(=O)c3ccccc3S(=O)c3ccc(C(=O)N4CCCCC4)cc32)c1 (configuration not stated)	/	-18%	4%	-14%	-5%	0%	/	/	2%
O=C(CCn1cnc2ccccc2c1=O)Nc1cccc(Cl)c1	0%	i	-11%	13%	22%	13%	-3%	i	6%
CCOc1ccc(N2CC(NS(=O)(=O)c3cccs3)CC2=O)cc1 (configuration not stated)	-1%	-8%	-6%	-3%	12%	-16%	0%	i	13%
CC1=NN(C(N)=S)C(=O)C1N=Nc1cccc(C(=O)O)c1 (configuration not stated)	-11%	i	-13%	-11%	-3%	-3%	?	i	-15%
N#CCCCCn1c(-c2cncs2)nc2ccccc21	-3%	2%[57.5 µM]	6%	9%	9%	-1%	0%	i	8%
Cc1ccc(S(=O)(=O)N2CCOCC2)cc1NC(=O)CN1CCC(Cc2ccccc2)CC1	-3%	-28%	7.1µM*	-9%	13%	-20%	-4%	i	-7%
COc1ccccc1N1CCN(c2ccc3ccccc3n2)CC1	-7%	-1%	?	-9%	6%	3%	2%	i	-6%
O=C(CNC(=O)c1ccco1)OCC(=O)c1ccc(Cl)cc1	3%	i	15%	-1%	-10%	?	0%	i	3%
CC(C)(O)/C=C1/Oc2ccccc2C1N1CCCCC1 (configuration not stated)	-1%	-13%[57.5 µM]	-9%	6%	3%	7%	-1%	i	4%
CN(C)c1cc[n+](CC(=O)c2ccc(Br)cc2)cc1	0%	-23%	-4%	6%	9%	9%	-5%	i	-11%
COc1cccc(C2C(C(=O)Nc3ccccc3)=C(C)N=c3s/c(=C/c4ccc(OCC(=O)O)cc4)c(=O)n32)c1 (configuration not stated)	11%	i	54%[activator]	-1%	39%	12%	-2%	i	-11%
Cc1nnc(N(C)C(=O)c2cnccn2)s1	-4%	?	10%	-1%	-2%	-28%	2%	i	-10%
O=C(Nc1cccnc1)c1cccc(NC(=O)c2ccco2)c1	-12%	i	6%	16%	-29%	6%	1%	i	-3%
O=C(Nc1cc(S(=O)(=O)N2CCOCC2)ccc1N1CCCC1)C1CC1	0%	-9%	8%	4%	14%	/	0%	i	-7%
COCc1cc(C)c2c(N)c(C#N)sc2n1	-1%	i	94%[activator]	17%[9.22 µM]	-48%	4%	-3%	i	4%
COc1cccc(/C=N/NC(=O)c2ccc3nc[nH]c3c2)c1	-4%	i	-14%	2%	-6%	8%	-1%	i	-2%
O=C(O)c1cc(-c2ccc3c(c2)OCO3)nc2ccc(Br)cc12	-17%	-1%	-14%	-21%	44%	0%[9.22 µM]	?	i	-6%

Part of the list above, reformatted.
Below each compound: aSyn rescue | PTHR1 ag | GLP1R inv ag | Abeta rescue | FUS suppressor | TDP-43 yeast inh | Mm-Cpn inhibitor | Akt phos inh | GLP1R cytotox
- CCOc1ccc(N2CC(NS(=O)(=O)c3cccs3)CC2=O)cc1 (configuration not stated)
 : -1% | -8% | -6% | -3% | 12% | -16% | 0% | i | 13%
- CC1=NN(C(N)=S)C(=O)C1N=Nc1cccc(C(=O)O)c1 (configuration not stated)
 : -11% | i | -13% | -11% | -3% | -3% | ? | i | -15%

Single records, from the list above.
O=C(O)c1cc(-c2ccc3c(c2)OCO3)nc2ccc(Br)cc12 as listed: aSyn rescue = -17%; PTHR1 ag = -1%; GLP1R inv ag = -14%; Abeta rescue = -21%; FUS suppressor = 44%; TDP-43 yeast inh = 0%[9.22 µM]; Mm-Cpn inhibitor = ?; Akt phos inh = i; GLP1R cytotox = -6%
CC(C)(O)/C=C1/Oc2ccccc2C1N1CCCCC1 (configuration not stated) as listed: aSyn rescue = -1%; PTHR1 ag = -13%[57.5 µM]; GLP1R inv ag = -9%; Abeta rescue = 6%; FUS suppressor = 3%; TDP-43 yeast inh = 7%; Mm-Cpn inhibitor = -1%; Akt phos inh = i; GLP1R cytotox = 4%

Next part.
SMILES	aSyn rescue	PTHR1 ag	GLP1R inv ag	Abeta rescue	FUS suppressor	TDP-43 yeast inh	Mm-Cpn inhibitor	Akt phos inh	GLP1R cytotox
COc1ccc(C(C)NC(=O)CN(c2cc(OC)ccc2OC)S(=O)(=O)c2ccccc2)cc1 (configuration not stated)	/	i	-15%	-4%	?	-3%	/	/	-2%
CC(C)Nc1nc(NCCN2CCNC2=O)c2sccc2n1	-17%	-6%	2%	7%	-15%	4%	/	i	-10%
COc1ccc(OC)c(C(=O)CC2OC(=O)c3ccccc32)c1 (configuration not stated)	-1%	-10%[57.5 µM]	4%	3%	2%	?	-1%	i	-13%
CCc1cc(=O)oc2cc(OS(C)(=O)=O)ccc12	-1%	-19%[57.5 µM]	64%[activator]	-9%	-2%	-3%	/	i	-8%
COC(=O)c1ccccc1NC(=O)C1CCCN(S(=O)(=O)c2ccc(OC)cc2)C1 (configuration not stated)	0%	-26%	3%	-2%	-2%	5%	-5%	i	-9%
CC(=O)OCC(=O)Nc1ccc([N+](=O)[O-])cc1Cl	-9%	i	13%	16%	-9%	-24%	-2%	i	7%
CCC(=O)C1=C(c2cccc(OC)c2)N(C(=O)CC)n2c(nnc2C2CCCCC2)S1	/	i	?	8%	14%	26%	/	/	1%
O=C(Cn1c(=O)n(-c2ccc(Cl)cc2)c(=O)c2oc3ccccc3c21)Nc1ccccc1	/	i	-8%	-18%	8%	8%	/	/	-2%
Cn1c(=O)c(=O)n(C)c2cc(S(=O)(=O)N3CCCC3C(=O)NCc3ccco3)ccc21 (configuration not stated)	3%	-18%	9%	-6%	5%	24%	0%	i	3%
Cc1ccc(S(=O)(=O)Nc2cccc(C(=O)NCCCN3CCCC3=O)c2)cc1F	-2%	i	9%	9%	8%	10%	2%	i	6%
CCC(C)NC(=O)c1cn(-c2cccc(OC)c2)c(=O)c2ccccc12 (configuration not stated)	2%	i	10%	7%	11%	1%	1%	i	-13%
COc1ccc(-c2c(-c3cc(OC)cc(OC)c3)sc3ccc(OC)cc23)cc1	1%	-33%	?	-11%	12%	16%	?	i	12%
O=[N+]([O-])c1ncccc1OCc1ccc(Cl)c(Cl)c1	-2%	-24%	?	-4%	12%	?	0%	i	-5%
O=C(NNC(=O)c1ccc(SCC2CCCO2)c([N+](=O)[O-])c1)c1ccc(Cl)c([N+](=O)[O-])c1 (configuration not stated)	0%	-36%	0%	3%	21%	-9%	0%	i	?
Cc1ccccc1C(=O)Nc1ccc(NC(=O)c2cccs2)cc1	/	-17%	-15%	10%	-15%	27%	/	/	10%
CC(=O)NC(Cc1ccc(F)cc1)C(=O)NC1CCN(C(=O)NCc2ccccc2)CC1 (configuration not stated)	6%	23%	-8%	-8%	-1%	-4%	-1%	i	4%
Cc1cc(C(F)(F)F)nc(SCC(=O)Nc2cc(C)on2)n1	3%	-12%	5%	9%	/	-17%	2%	i	-12%
O=C(CCNS(=O)(=O)c1ccccc1F)N1CCN(C/C=C/c2ccccc2)CC1	-1%	-1%	2%	-3%	2%	-2%	-5%	i	-2%
Cc1nc(NC(=O)/C=C/c2ccc(Cl)cc2Cl)sc1C(=O)N(C)C	-7%	i	19%	-10%	-15%	1%	1%	i	18%
COc1ccc(OCc2cc(C(=O)N[C@H]3CCCCNC3=O)no2)c(Cl)c1	1%	-48%	-20%	2%	13%	16%	4%	i	9%
CSc1sc(C(=O)N(C)C)cc1S(=O)(=O)C(C)C	-4%	i	14%	-8%	2%	0%	3%	i	5%
Cc1cc(C)nc(SCC(=O)Nc2ncc3c(n2)CC(C)(C)CC3=O)n1	-10%	-12%[57.5 µM]	12%	6%	13%	-23%	0%	i	2%
COc1ccc(CCC(=O)OCC(=O)Nc2ccccc2OC(F)F)cc1OC	?	i	-19%	-6%	17%	5%	-1%	i	-5%
CCC1(c2ccc(OC)cc2)NC(=O)N(CC(=O)N2CCc3ccccc32)C1=O (configuration not stated)	3%	i	?	12%	-17%	12%	-1%	i	-1%
Cc1cccc(CS(=O)(=O)Cc2ccc(C(=O)NCc3ccc(F)cc3)o2)c1	/	-31%[inhibitor]	-22%	-5%	-13%	14%	/	/	0%
O=C(CSC(=S)N1CCCCC1)Nc1ncc2c(n1)CC(c1ccco1)CC2=O (configuration not stated)	-2%	-44%[inhibitor]	-17%	?	36%	-1%[1.82 µM]	2%	i	-5%
CN1C(=O)C(c2cn(C)c3ccccc23)(c2cn(C)c3ccccc23)c2cc(F)ccc21	23%	-22%	-1%	-2%	14%	20%	/	i	-7%
